NPY-Y1 antag: NPY-Y1 (human) receptor antagonism. P25929. HEK293-CNG Y1 cells, membrane potential fluorescence; NPY at EC95, then isoproterenol. inhibition, % at 3.6 µM. 200,000 tested, 1% active. AID 1040;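 active = inhibition above the campaign mean inhibition of all tested compounds plus 3 SD, cut at about 20% in these data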;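 also: 0% = DMSO wells given NPY plus isoproterenol and 100% = isoproterenol alone without NPY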
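material = HEK293 cells with Y1 receptor plus CNG channel | also added = NPY 25 nM then isoproterenol 1 µM plus Ro 20-1724 25 µM | schedule = dye 3 h, compound 60 min room temperature, stimulation 45 min | measured by = membrane potential fluorescence | benchmarks = high control isoproterenol alone, low control NPY with isoproterenol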
NPY-Y1 PAM-ag: potentiates or activates human NPY-Y1 receptor; 220,000 tested, 0.37% active; P25929; AID 1304; activation, % at 3.6 µM; NPY-Y1 expressing cells, potentiator/agonist activation; in the data active = activation above about 33%, passing the limit was not always enough;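 also: cells stimulated with NPY at EC10 then isoproterenol at EC100; 0% = low agonist plus stimulus and 100% = saturating agonist plus stimulus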
eIF4E-4G inh: eIF4E/eIF4G interaction inhibition in translation initiation | TR-FRET eIF4E-eIF4GI(517-606) binding, 2 h | inhibition, % at 21.7 µM | 220,000 tested, 0.37% active;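 active = inhibition above about 30%, limit read from the data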;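 also: 0% = full FRET control wells and 100% = background wells lacking eIF4GI fragment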
EP2 antag: blocks the human prostaglandin E2 receptor EP2. P43116. C6 glioma cells expressing human EP2, cAMP TR-FRET; cells stimulated with saturating PGE2. inhibition, % at 25 µM. 260,000 tested, 0.52% active;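 active = percent inhibition above 40 after rounding to a whole number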;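 also: rat C6 glioma host cells with rolipram phosphodiesterase inhibitor present; the protocol text gives 20 µM as final concentration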
NPY-Y2 PAM-ag: potentiators or agonists of human neuropeptide Y receptor Y2; cells expressing NPY-Y2, potentiator/agonist read-out; P49146; AID 1359; activation, % at 3.6 µM; 220,000 tested, 0.45% active; in the data active = activation above about 27%;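 also: cells stimulated with NPY near EC25 plus isoproterenol at EC100; 0% = vehicle plus submaximal agonist and 100% = vehicle plus saturating agonist; some results beyond the cut were filed as inactive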
Target sequence (P49146 whole entry, looked up): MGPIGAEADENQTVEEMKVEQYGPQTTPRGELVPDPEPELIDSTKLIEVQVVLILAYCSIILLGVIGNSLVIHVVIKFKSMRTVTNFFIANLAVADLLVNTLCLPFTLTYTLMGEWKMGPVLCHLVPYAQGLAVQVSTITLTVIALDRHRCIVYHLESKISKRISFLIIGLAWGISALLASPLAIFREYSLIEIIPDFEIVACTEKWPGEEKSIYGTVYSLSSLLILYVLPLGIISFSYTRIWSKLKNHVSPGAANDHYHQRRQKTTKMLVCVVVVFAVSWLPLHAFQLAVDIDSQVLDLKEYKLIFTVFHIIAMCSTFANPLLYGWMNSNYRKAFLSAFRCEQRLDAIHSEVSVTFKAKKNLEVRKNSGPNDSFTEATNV
EP2 mod: modulators of human EP2 prostaglandin E2 receptor; EP2-expressing cells, cAMP HTRF FRET, PGE2 co-stimulation; P43116; AID 940; induction, % at 25 µM; 260,000 tested, 0.83% active;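 active = compounds whose cAMP rise, as percent of the full-agonist control response, exceeds 60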;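 also: rat C6 glioma line stably carrying human EP2 under a CMV promoter; the protocol text gives 20 µM as final concentration; 100% = response of wells given 1 µM PGE2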
p97 inhibitor: blocks human p97 ATPase activity. 220,000 tested, 0.42% active. inhibition, % at 8 µM. recombinant p97 ATPase, Kinase-Glo ATP luminescence, 3 h; in the data active = inhibition above about 15%;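 also: 0% = DMSO vehicle and 100% = wells lacking enzyme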
S1P4 ag: human S1P4 receptor agonism. O95977. S1P4-expressing cell line, agonist reporter assay. activation, % at 4.98 µM. 220,000 tested, 0.35% active; in the data active = activation above about 11%;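 also: 0% = DMSO vehicle and 100% = reference agonist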
Target sequence (O95977 whole entry, looked up): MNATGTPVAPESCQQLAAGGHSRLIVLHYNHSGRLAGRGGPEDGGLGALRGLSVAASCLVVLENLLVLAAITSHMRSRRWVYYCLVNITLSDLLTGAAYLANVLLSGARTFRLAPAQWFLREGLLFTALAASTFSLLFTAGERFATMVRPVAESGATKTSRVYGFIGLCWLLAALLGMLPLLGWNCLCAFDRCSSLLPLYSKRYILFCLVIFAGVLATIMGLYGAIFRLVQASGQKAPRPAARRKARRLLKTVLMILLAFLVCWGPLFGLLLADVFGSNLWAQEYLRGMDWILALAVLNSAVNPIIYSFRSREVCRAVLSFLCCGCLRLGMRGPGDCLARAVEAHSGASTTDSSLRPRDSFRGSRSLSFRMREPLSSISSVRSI
S1P4 antag: antagonists of human S1P4 receptor; inhibition, % at 4.98 µM; 220,000 tested, 0.26% active; S1P4-expressing cells, antagonist mode, reporter read-out; O95977; in the data active = inhibition above about 29%;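 also: 0% = wells stimulated with agonist and 100% = vehicle wells without agonist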
The depositor's hits bear a star; nt = not tested or not shown; & = joins results of further samples; [ ] = remark or other dose. Only part of the results is shown. The share of hits here may be higher or lower than overall.

SMILES | NPY-Y1 antag | NPY-Y1 PAM-ag | eIF4E-4G inh | EP2 antag | NPY-Y2 PAM-ag | EP2 mod | p97 inhibitor | S1P4 ag | S1P4 antag
COc1ccc2c(c1)c(=O)c(C(=O)c1ccc(F)cc1)cn2CC(=O)Nc1ccc(F)cc1 | -5 | -6 | 8 | 9 | -3 | 3 | 5 | -1.4 | -7
COc1cc(NC(=S)NCCc2ccc(S(N)(=O)=O)cc2)c(OC)cc1Cl | 4 | 4 | 1 | 1 | 7 | -36 | 1 | 0.0 | 7
CC1CC2(C)Oc3ccccc3CC2C(C)C1CNCCCN(C)C (stereo unspecified) | 12 | -8 | 4 | 4 | -6 | -45 | 3 | -1.7 | 25
Cc1cc(C(=O)OCC(=O)NCc2ccco2)c(C)o1 | 1 | 6 | 1 | 2 | 0 | -6 | 6 | -0.5 | -10
O=[N+]([O-])c1ccc(COc2ccc(-c3[nH]ncc3-c3ccc(Cl)cc3)c(O)c2)cc1 | -8 | 31 | 4[fluorescence artefact?] | 11 | 17 | -11 | 5 | 114* | -3
O=C(O)c1ccc2c(c1)C(=O)N(c1nccs1)C2=O | nt | -10 | 4 | 7 | -28 | 10 | -4 | -1.8 | -12
COc1ccc(C2OC[C@H]3O[C@H](O)[C@H](NC(C)=O)[C@@H](O)[C@@H]3O2)cc1 (stereo partly specified) | 1 | -9 | -3 | 5 | -5 | 41 | 6 | -0.9 | -9
O=C(CSc1nc2ccccc2o1)N/N=C/c1ccccc1 | -1 | 5 | -9 | 13 | 10 | -29 | 3 | 1.9 | -4
Cc1cc(Cl)ccc1OCCCC(=O)NCc1ccncc1 | 2 | 0 | 3 | 5 | -5 | -9 | 14 | 0.6 | -12
Cc1cccc2c(N=Nc3ccc(S(=O)(=O)Nc4cccc(Cl)c4)cc3[N+](=O)[O-])c(O)[nH]c12 | -6 | 9 | 5 | 18 | -14 | 7 | -1 | -0.7 | -2
CCOC(=O)C(=O)Nc1nc(-c2ccccc2)c(CC)s1 | -8 | -3 | -7 | nt | 3 | 12 | -3 | 2.6 | -20
O=C(NCCN1C(=O)S/C(=C\c2cccnc2)C1=O)C1CC(=O)N(Cc2ccco2)C1 (stereo unspecified) | 4 | 5 | 1 | 0 | -5 | 14 | 3 | 0.4 | -9
COc1ccccc1Oc1ncnc2sccc12 | 5 | 9 | -2 | 2 | -2 | 34 | 0 | 1.0 | 0
Oc1c(C(c2cccs2)N2CCN(c3ccc(F)cc3)CC2)sc2ncnn12 (stereo unspecified) | 1 | 7 | 6 | 14 | -14 | -10 | 3 | -2.0 | -28
C=CCn1c(SCCOc2ccc(OC)cc2)nnc1C(NC(=O)c1ccc(OC)cc1)C(C)C (stereo unspecified) | 0 | -1 | -1[fluorescence artefact?] | 9 | -8 | -14 | -8 | 1.4 | -14
Cc1cc(N2C(=O)C3C4CC(c5ccccc5)C(C4)C3C2=O)no1 (stereo unspecified) | -3 | 4 | 1 | 11 | -2 | -4 | -1 | -0.8 | 20
CC(C)c1ccc(NC(=O)Nc2cc3sccc3n2C)cc1 | -2 | -2 | 6 | 12 | -1 | 17 | -4 | -3.0 | -9
COC(=O)CSc1nc(N)c(C#N)c(C(C)C)c1C#N | 5 | 16 | -10 | 5 | 4 | -10 | 0 | 1.4 | -25
COc1ccc(NC(=S)N(CCCN2CCCC(C)C2)Cc2cccs2)cc1 (stereo unspecified) | 11 | -15 | 0 | 6 | -8 | 0 | 3 | 1.8 | 4
C=CCOc1ccccc1CNCc1ccc(F)cc1 | 0 | 5 | 2 | 6 | 7 | -11 | 1 | -0.9 | -2
CC(/C=N/NC(=O)Cn1cnc2c1c(=O)n(C)c(=O)n2C)=C\c1ccco1 | nt | -7 | 3 | 11 | 11 | -34 | 9 | -0.2 | 3
Cc1ccc(O)c(C(=O)c2cnc3c(c2)c(-c2ccc(F)cc2)c(C#N)c(=O)n3C)c1 | -4 | 42* | -4 | 3 | 9 | -20 | 6 | 0.0 | -19
O=C(O)CC(C(=O)NCc1ccccc1)C1CCCO1 (stereo unspecified) | -2 | 9 | -1 | nt | 9 | 8 | 1 | -0.3 | -2
O=C(NNc1ccc(F)cc1F)C1CCC1 | nt | 7 | 0 | 5 | 8 | -1 | 7 | 0.6 | -6
COc1ccc(C(C(=O)NC(C)(C)C)N(CC2CCCO2)C(=O)CCC(=O)Nc2cc(C)on2)cc1 (stereo unspecified) | 4 | 10 | -3[fluorescence artefact?] | 14 | 7 | 17 | 1 | -0.8 | 7

Limited to NPY-Y1 PAM-ag and S1P4 antag, for 4 of the compounds above:
structure	NPY-Y1 PAM-ag	S1P4 antag
C=CCn1c(SCCOc2ccc(OC)cc2)nnc1C(NC(=O)c1ccc(OC)cc1)C(C)C (stereo unspecified)	-1	-14
Cc1cc(N2C(=O)C3C4CC(c5ccccc5)C(C4)C3C2=O)no1 (stereo unspecified)	4	20
CC(C)c1ccc(NC(=O)Nc2cc3sccc3n2C)cc1	-2	-9
COC(=O)CSc1nc(N)c(C#N)c(C(C)C)c1C#N	16	-25

(continued)
SMILES | NPY-Y1 antag | NPY-Y1 PAM-ag | eIF4E-4G inh | EP2 antag | NPY-Y2 PAM-ag | EP2 mod | p97 inhibitor | S1P4 ag | S1P4 antag
CCCCP(=O)(CCCC)c1ccccc1C(=O)O | -1 | 13 | -12 | 8 | 3 | -12 | 2 | 2.1 | -33
CCN1CCN(CCCN(Cc2ccco2)C(=S)Nc2ccc(Cl)cc2)CC1 | -3 | -6 | -4 | 9 | 0 | -9 | 3 | 2.1 | 1
CC1CCc2sc(C(=O)NCc3ccc(F)cc3)cc2C1 (stereo unspecified) | -3 | 12 | -2 | 5 | 1 | -87 | -8 | 5.5 | -4
COc1ccccc1Nc1nc(-c2sc(NC(=O)CC(C)C)nc2C)cs1 | 8 | 7 | 0 | 19 | 14 | -10 | 14 | 0.7 | -14
CCc1nnc(NS(=O)(=O)c2ccc(N/C=C(\C=O)c3nc4cc(Cl)ccc4o3)cc2)s1 | -1 | 5 | 4 | 10 | -7 | -17 | 2 | 2.7 | 4
COc1ccc(N=C2SC(C(=O)O)CC(=O)N2Cc2ccc(OC)c(OC)c2)cc1 (stereo unspecified) | 3 | -10 | -1 | 8 | -7 | -2 | 2 | -0.6 | 5
O=C(O)c1ccc2c(c1)-c1nc3ccccc3n1C2=O | 3 | -15 | 7 | 8 | -5 | 0 | 7 | -3.3 | -20
Cc1cc(C)cc(N(CC(=O)NCC2CCCO2)C(=O)CCC(=O)Nc2cc(C)on2)c1 (stereo unspecified) | -2 | -8 | -2 | nt | 8 | -5 | 1 | 2.1 | 5
COc1ccc2c(c1OC)C(=O)OC2Nc1nc(-c2cc3ccccc3oc2=O)cs1 (stereo unspecified) | 2 | 2 | -4 | 2 | -3 | 6 | -7 | -0.6 | -5
CSc1cccc(NC(=O)COc2ccccc2C)c1 | 3 | 1 | 1 | 9 | -4 | -21 | -2 | 1.0 | 1
CSc1ccc(/C=C/C(=O)OCC(=O)NC(C)C)cc1 | 8 | -14 | 3 | 7 | -22 | -9 | -1 | 0.3 | -4
CC(=O)c1ccc(NC(=O)c2ccc(NC(=O)CCS(=O)(=O)c3cccs3)cc2)cc1 | -2 | 22 | 2 | 6 | 6 | -51 | 5 | 3.5 | 5
CCOc1ccc(C(=O)NC(=S)N2CCN(c3ccc(C(F)(F)F)cc3[N+](=O)[O-])CC2)cc1 | 4 | 4 | -5 | 5 | 0 | -57 | 2 | -0.6 | -6
O=S(=O)(c1ccccc1)n1c(C(O)c2ccccn2)cc2ccccc21 (stereo unspecified) | 1 | 14 | 4 | 6 | 10 | 24 | 3 | -0.8 | -1
COc1ccc(-n2c(=O)/c(=C\c3cccs3)s/c2=C(/C#N)C(=O)N2CCN(C)CC2)cc1 | 4 | 16 | 2 | 7 | 16 | -12 | 1 | -2.0 | 17
CN(C)S(=O)(=O)Oc1cccc(C(=O)Nc2ccc(Cl)cc2)c1 | -9 | 40 | -2[fluorescence artefact?] | 15 | 48* | -54 | -4 | 0.9 | -18
COc1cccc(C(=O)Nc2ccc(NC(=O)C3CC3)cn2)c1 | -4 | -9 | 5[fluorescence artefact?] | 21&6 | 9 | -7&-62 | -3 | 0.2 | -5
COc1ccccc1NC(=O)CSc1ccc2nnc(-c3cccnc3)n2n1 | -3 | -16 | -1 | 9 | -13 | -2 | -3 | -0.6 | -11
Cc1cc(NC(=O)CC(CN(C)S(=O)(=O)c2ccccc2)c2ccccc2)no1 (stereo unspecified) | 1 | 11 | -2 | 10 | 3 | -4 | 1 | -0.3 | -3
O=C(c1ccccc1)c1cc(-c2ccccc2)on1 | -2 | -1 | 7 | 1 | 8 | 7 | -4 | -4.0 | 2
O=C(C1=C[C@@H](C2CCCCC2)C[C@@H](OCCCCO)O1)N1CCOCC1 | -1 | 9 | 3 | 20 | -3 | 17 | -2 | 0.8 | -5
NS(=O)(=O)c1ccc(NC(=O)CSc2ccccc2)cc1 | 0 | -7 | 2 | 7 | 18 | 18 | 2 | 1.1 | -17
CCCN1CCN(c2ncnc3c2nnn3Cc2ccccc2)CC1 | 7 | 4 | -4 | nt | 25 | -21 | 0 | 1.3 | -14
O=C(COc1ccc([N+](=O)[O-])cc1)Nc1ccc(CN2CCOCC2)cc1 | 5 | -6 | 5 | 5 | -3 | -50 | 2 | 0.2 | -9
O=C(OCC#CCSc1nnc(-c2ccccc2)o1)c1cc2ccccc2o1 | 4 | -6 | 1 | 9 | 12 | 20 | 2 | -3.6 | 4
The list goes on.
SMILES | NPY-Y1 antag | NPY-Y1 PAM-ag | eIF4E-4G inh | EP2 antag | NPY-Y2 PAM-ag | EP2 mod | p97 inhibitor | S1P4 ag | S1P4 antag
Cc1cccc(N=Nc2c(C)[nH]n(-c3ccccc3)c2=O)c1 | 1 | -6 | -4 | 6 | 3 | 20 | 2 | -1.3 | -9
COc1ccc(S(=O)(=O)CCC(=O)O)cc1 | 4 | -14 | 3[fluorescence artefact?] | 9 | 4 | 3 | 4 | 0.3 | -12
CCC(c1nnnn1CC1CCCO1)N(CCCO)Cc1cc2cccc(C)c2[nH]c1=O (stereo unspecified) | 2 | -9 | 0 | 3 | -5 | 21 | -4 | 1.2 | -2
O=C1N/C(=C\c2ccc(N3CCOCC3)c(F)c2)C(=O)N1Cc1ccccc1 | 0 | 22 | -4 | 12 | 0 | 17 | -4 | -3.2 | 4
O=C(c1cn(-c2ccccc2)nc1-c1ccncc1)n1nnc2ccccc21 | -2 | -22 | nt | 16 | 1 | nt | -2 | 1.4 | -16
Cc1cc(NC(=O)c2cc([N+](=O)[O-])cc([N+](=O)[O-])c2C)no1 | -1 | 20 | 10 | 11 | 1 | -14 | 5 | 1.8 | -5
Cc1ccccc1C(=O)Nc1nnc(SC(C)C)s1 | 2 | 0 | 4 | 8 | 14 | -7 | 1 | 1.2 | -6
COc1cccc(CNc2ccc(N3CCCCC3)cc2)c1OC | -3 | 26 | 6 | 10 | 16 | -2 | 1 | 0.0 | -5
COc1ccc(N=Cc2oc3ccc4ccccc4c3c2O)cc1 | 5 | 10 | 10 | 5 | -8 | -17 | 4 | 0.1 | -21
Cc1cc(NC(=O)c2ccc3c(c2)C(=O)N(C2CCCCC2)C3=O)no1 | 2 | -10 | -32 | 18 | 5 | 17 | -4 | 0.8 | -9
Cc1[nH]nc(Nc2ccc(C(C)C)cc2)c1[N+](=O)[O-] | nt | 23 | -1 | 12 | 15 | -12 | 3 | 2.0 | -7
